Screens as filed in PubChem BioAssay.
CIT2 TOR yeast: modulators of CIT2-GFP expression in yeast, primary screen, S. cerevisiae, GFP fusion, multiplex flow cytometry, MLPCN library. S. cerevisiae CIT2-GFP strain, 3 h; 100 means same as DMSO wells. GFP response vs DMSO, % at 10 µM. 320,000 tested, 0.065% active. AID 2029, 2009;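 active means GFP response relative to DMSO above a set limit, near the screen mean plus 3 SD, cut at about 150% in these data; inconclusive means Fewer than 70 cells measured for a yeast strain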;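 further: ratio of well median GFP fluorescence to mean of DMSO wells on the plate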
AGP1-GFP MLPCN: modulators of AGP1-GFP expression in yeast TOR pathway, primary screen, cell-based, multiplex flow cytometry, S. cerevisiae, MLPCN library. GFP response vs DMSO, % at 10 µM. AID 2066, 2009. 320,000 tested, 0.02% active. 3 h; GFP as percent of DMSO wells;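 active means GFP response relative to DMSO above a set limit, near screen average plus 3 SD, cut at about 150% in these data; inconclusive means fewer than 70 cells counted for the yeast strain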;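 further: median GFP channel fluorescence of the gated AGP1 strain per well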
MEP2-GFP yeast: modulators of MEP2-GFP levels in yeast, primary screen, S. cerevisiae, multiplex flow cytometry, MLPCN library; 330,000 tested, 0.51% active; AID 2016, 2009; S. cerevisiae MEP2-GFP strain, 3 h; 100% = DMSO control level; GFP response vs DMSO, % at 10 µM;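 active means GFP response versus DMSO above a set limit, roughly screen mean plus 3 SD, cut at about 180% in these data; inconclusive means fewer than 70 cells counted for a yeast strain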;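 further: median GFP fluorescence of the barcode-gated MEP2-GFP cells per well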
LAP4 TOR yeast: modulators of LAP4-GFP expression in yeast, primary screen, S. cerevisiae, multiplex flow cytometry, MLPCN library | 3 h; median GFP as percent of DMSO wells | GFP response vs DMSO, % at 10 µM | 320,000 tested, 0.34% active | AID 2023, 2009;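 active means GFP response vs DMSO above a set limit, about the screen mean plus 3 SD, cut at about 150% in these data; inconclusive means under 70 cell events counted for the yeast strain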
GASC-1 inh: inhibitors of GASC-1 histone demethylase, primary screen, biochemical, fluorescence, DELFIA europium; inhibition, % at 2.35 µM; GST-JMJD2C(1-420) H3K9me3 demethylation; Lysine-specific demethylase 4C (Homo sapiens), Q9H3R0; 330,000 tested, 0.069% active;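 active means more than half of a compound's replicate wells show inhibition beyond 50%, single wells judged on their own value; inconclusive means some, but no more than half, of replicates pass 50% inhibition; inactive means no replicate passes 50% inhibition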;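 further: signal counts dimethyl H3K9 product captured on neutravidin plate; 0% = median of DMSO wells and 100% = 0.3 times that DMSO median; strong numbers were not always called active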
Target sequence (Q9H3R0 1-420 limits assumed): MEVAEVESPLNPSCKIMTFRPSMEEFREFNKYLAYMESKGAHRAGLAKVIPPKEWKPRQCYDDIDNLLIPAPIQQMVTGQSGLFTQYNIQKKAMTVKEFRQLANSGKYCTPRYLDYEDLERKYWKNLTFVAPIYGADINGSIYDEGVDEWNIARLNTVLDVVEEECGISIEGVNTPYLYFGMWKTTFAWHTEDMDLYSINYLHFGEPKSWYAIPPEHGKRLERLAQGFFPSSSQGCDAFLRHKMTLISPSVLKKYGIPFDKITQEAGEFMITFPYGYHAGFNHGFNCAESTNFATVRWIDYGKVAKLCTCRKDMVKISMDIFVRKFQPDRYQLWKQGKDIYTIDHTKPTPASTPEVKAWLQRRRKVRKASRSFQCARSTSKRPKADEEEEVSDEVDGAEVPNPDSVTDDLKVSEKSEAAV
VLA-4 inh: inhibition in human VLA-4 binding assay, primary screen, VLA-4 allosteric modulator project, MLPCN library, flow cytometry, VLA-4 expressing cells; 330,000 tested, 0.2% active; ligand binding flow cytometry; inhibition, % (about 7 µM as worked out from the volumes in the protocol); Integrin alpha-4 (Homo sapiens), P13612; in the data active means inhibition above about 50%
GRK2 inh: compounds blocking aptamer binding on GRK2 – biochemical, human GRK2, bead flow cytometry, HTS, primary screen. Beta-adrenergic receptor kinase 1 (Homo sapiens), P25098. inhibition of aptamer binding, % at 10 µM. 330,000 tested, 0.59% active. AID 488847, 2010. FAM-aptamer displacement from GRK2;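 active means inhibition of aptamer binding above 40%, roughly 3 SD of noise, on plates passing a quality check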;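 further: median bead fluorescence of bound FAM aptamer so fluorescent compounds give negative values; no value below 0 was filed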
RPL19A-GFP yeast: RPL19A-GFP expression modulators in yeast, primary screen, cell-based, S. cerevisiae, multiplex flow cytometry, MLPCN. S. cerevisiae RPL19A-GFP strain, 3 h; active compounds read low. AID 2025, 2009. 330,000 tested, 0.3% active. percent response vs DMSO, % at 10 µM;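 active means percent response vs DMSO below 50%; inconclusive means fewer than 70 events counted for the yeast strain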;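 further: median channel GFP fluorescence of the barcoded RPL19A-GFP strain; ratio of sample median GFP to plate DMSO average so 100% = DMSO; lower means less RPL19A-GFP as with rapamycin TOR inhibition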
Numbers without * were called inactive; ? = inconclusive; · = no result given; & = joins results of further samples; [ ] = dose if it differs, or a comment.

canonical_smiles,AGP1-GFP MLPCN,CIT2 TOR yeast,RPL19A-GFP yeast,GRK2 inh,GASC-1 inh,MEP2-GFP yeast,VLA-4 inh,LAP4 TOR yeast
CCCN1CCN(CCCNC(=O)c2ccc3c(c2)NC(=O)c2ccccc2S3)CC1,104,105,102,0,3,99,3,108
O=C(NCC1CCCCC1)c1ccc(Cl)nc1,97,94,103,0,10,100,3,104
O=C(CCNS(=O)(=O)c1ccc(F)c(Cl)c1)NCc1ccccc1F,107,106,110,0,12,103,11,106
Cc1cccc(C)c1NC(=O)COc1ccc2c(C)c(Cc3ccccc3)c(=O)oc2c1C,109,110,109,0,3,109,8,101
COc1ccc(Nc2nc(-c3cccnc3)cs2)c(OC)c1,94,100,98,1,21,108,-8,100
O=C(Cc1ccccc1)NCC(=O)OCC(=O)c1ccc(Cl)cc1,104,105,102,0,6,100,17,84
O=C(Nc1sc2c(c1C(=O)O)CCCC2)c1cccc(Cl)c1,91,94,107,0,4,106,2,97
Cc1ccc(OCc2n[nH]c(=S)n2-c2ccc(Cl)cc2)cc1,109,106,104,0,-9,122,10,109
O=C(COC(=O)c1ccc(-n2cnnn2)cc1)Nc1cc(Cl)ccc1F,116,105,104,0,3,105,5,116
CCOc1ccc2oc(C(=O)NC3CC(C)(C)NC(C)(C)C3)c(C)c2c1,98,96,113,2,4,103,8,101

Continuation.
canonical_smiles,AGP1-GFP MLPCN,CIT2 TOR yeast,RPL19A-GFP yeast,GRK2 inh,GASC-1 inh,MEP2-GFP yeast,VLA-4 inh,LAP4 TOR yeast
COc1ccccc1-c1nnc(NC(=O)CSc2nncn2C)s1,102,102,105,0,-20,106,3,91
Cc1cccc(-c2nc3ccccc3c(=O)n2NC(=O)c2cccnc2Cl)c1,99,104,106,0,-3,104,10,91
CCN(c1ccccc1)S(=O)(=O)c1ccc(OC)c(NC(=O)CCc2nc3ccccc3c(=O)[nH]2)c1,103,106,100,0,-3,106,-34,103
CCCN(CCC)CCNc1c(NC2CCN(C(=O)OCC)CC2)c(=O)c1=O,104,105,101,0,5,103,38,104
COc1ccc(C(=O)NC2CCCCC2)cc1S(=O)(=O)N1CCCC1,102,94,99,0,19,98,-2,105
COc1ccccc1NC(=O)CCCC(=O)OCC(F)(F)C(F)F,74,66,110,0,-5,88,31,95
COc1cccc(NC(=O)COC(=O)CCC2CCCC2)c1,93,105,100,1,1,105,5,96
Cc1ccc(NC(=O)c2ccc(S(=O)(=O)N3CCCC3)cc2)nc1,106,80,96,0,-9,97,-3,97
CCc1ccc(C2=NN(C(C)=O)C(c3ccco3)C2)cc1 (stereo not drawn),?,?,43*[may fluoresce violet],0,5,79[may fluoresce violet],9,156*[may fluoresce violet]
COc1ccc(C)cc1Cn1c(S(C)(=O)=O)nc2ccccc21,98,99,100,4,-3,101,-8,106

New compounds follow.
canonical_smiles,AGP1-GFP MLPCN,CIT2 TOR yeast,RPL19A-GFP yeast,GRK2 inh,GASC-1 inh,MEP2-GFP yeast,VLA-4 inh,LAP4 TOR yeast
COC(=O)/C=C/c1oc2ccccc2c1C,103,104,100,0,-25,104,17,100
O=S(=O)(Nc1ncnc2scc(-c3ccc(F)cc3)c12)c1cc(F)ccc1F,99,98,102,0,-10,99,-9,99
CN(C)C(=O)c1ccc(NC(=O)c2cncc(Br)c2)cc1,100,95,101,0,8,104,1,98
O=C(CN1c2cccc3cccc(c23)S1(=O)=O)NCc1ccc(Cl)cc1,92,94,93,0,10,96,-3,93
Cc1c(C#N)c(NC(=O)c2ccccc2)n(Cc2ccccc2)c1C,98,118,92,23,·,94,10,114
Cc1nc(-c2ccccc2)cc(=O)[nH]1,96,106,101,0,6,101,-2,88
COc1ccc(OC)c(/C=N/N=C(\N)c2nonc2N)c1,96,97,94,1,5,102,9,105
O=c1[nH]c(CSc2nnnn2-c2ccccc2)nc2ccccc12,111,110,97,5,-2,102,8,109
Brc1csc2ncccc12,95,95,88,0,9,88,18,102
Cn1c(NCC(O)c2ccccc2)nc2c1c(=O)n(Cc1ccc(Cl)cc1)c(=O)n2C (stereo not drawn),100,102,98,0,4&-5,97,-2,102

Later entries:
canonical_smiles,AGP1-GFP MLPCN,CIT2 TOR yeast,RPL19A-GFP yeast,GRK2 inh,GASC-1 inh,MEP2-GFP yeast,VLA-4 inh,LAP4 TOR yeast
CN(c1ncc(C(F)(F)F)cc1Cl)n1cc(C(N)=O)c2ccccc2c1=O,101,110,97,0,4,100,9,97
COc1ccccc1CNC(=O)CN(c1ccc(C)cc1)S(=O)(=O)c1c(C)n[nH]c1C,91,86,92,0,8,92,9,84
CCOc1cc(-c2nc3ccccn3c2NCC2CCCO2)ccc1O (stereo not drawn),102,98,105,0,-41,103,-11,92
O=C(c1nn(-c2ccccc2)c(=O)c2ccccc12)N1CCN(c2ncccn2)CC1,100,105,97,0,-7,102,4,95
COc1ccccc1NC(=O)Nc1ccccc1C(=O)NCCCN1CCOCC1,109,95,95,0,4,92,13,102
COc1ccc(CNC(=O)C2CCCN(S(=O)(=O)N3CC(C)CC(C)C3)C2)c(OC)c1 (stereo not drawn),99,99,104,1,26,107,-91,101
O=C(CCNC(=O)c1ccc(Br)cc1)NCC(c1ccco1)N1CCCCC1 (stereo not drawn),100,95,102,1,0,100,-18,104
O=C(N/N=C/c1cccs1)c1ccccn1,97,100,94,0,-3,97,19,96
Cc1ccc(NC(=O)C(=O)NCCN2CCN(S(C)(=O)=O)CC2)cc1C,103,101,98,4,9,105,28,100
CSc1nc(-c2ccc(C)cc2)nc(N)c1C#N,92,83,94,·,-2,95,0,93

Following part:
canonical_smiles,AGP1-GFP MLPCN,CIT2 TOR yeast,RPL19A-GFP yeast,GRK2 inh,GASC-1 inh,MEP2-GFP yeast,VLA-4 inh,LAP4 TOR yeast
COc1ccc(S(=O)(=O)Cc2ccc(C(=O)N3CCOCC3)o2)cc1,106,104,101,2,3,109,44,101
CC(=O)Nc1ccc(S(=O)(=O)N(C)CC(=O)OC(C)C(=O)NC2CCCCC2)cc1 (stereo not drawn),104,83,92,1,-11,92,2,100
CCN(CC(=O)Nc1ccccc1C(F)(F)F)C(=O)c1cc(S(=O)(=O)N2CCCCCC2)ccc1OC,102,97,96,0,-6,104,-2,101
COc1ccc(-n2c(C)cc(C(=O)COC(=O)Cc3n[nH]c(=O)c4ccccc34)c2C)cc1,98,102,98,0,3,94,-11,95
CN(CC(=O)Nc1ccc(F)cc1)C(=O)CSc1ncccn1,106,102,105,0,6,103,-12,106
O=C(Nc1cccc(O)c1)C1CCCN1C(=O)OCc1ccccc1 (stereo not drawn),86,88,99,4,-2,101,12,90
O=C1CC(c2ccco2)CC(O)=C1C=Nc1cc(Cl)ccc1Cl (stereo not drawn),89,86,97,0,13,103,8,88
Cc1ccc(S(=O)(=O)N2CCOC2CNC(=O)C(=O)NCCc2ccccc2)cc1 (stereo not drawn),101,91,95,2,-1,99,4,108
COc1cc(/C=N/NC(=O)c2cc(-c3cccn3C)n[nH]2)cc(OC)c1OC,109,102,99,0,1,96,-13,106
C=CCc1cc(Cl)ccc1OCCNCCCOC,101,105,98,1,1,103,-3,94

More entries:
canonical_smiles,AGP1-GFP MLPCN,CIT2 TOR yeast,RPL19A-GFP yeast,GRK2 inh,GASC-1 inh,MEP2-GFP yeast,VLA-4 inh,LAP4 TOR yeast
Cc1ccc(Cn2cc(S(=O)(=O)c3ccc(C(C)C)cc3)c(=O)c3cc4c(cc32)OCO4)cc1,99,96,100,3,5,100,18,102
CCCn1c(N)c(N(CCOC)C(=O)c2cc3c(s2)CCCCC3)c(=O)[nH]c1=O,83,94,98,3,1,99,10,71
O=C1N=C(N2C=CC(=C3C=CNC=C3)C=C2)/C(=C/N=NC(=O)c2ccccc2O)S1,107,107,103,0,4,98,-2,102
O=C(O)Cn1cc(C(=S)N2CCOCC2)c2ccccc21,108,110,101,4,-2,105,-2,103
O=C(Nc1cccc2nsnc12)c1ccc(-c2cccc(Cl)c2)o1,97,96,98,2,17,99,-10,104
O=C(CNC(=O)c1ccccc1F)NC1CCN(Cc2ccccc2)CC1,84,88,106,0,1,103,1,101
COC(=O)C1=CN(c2ccc(F)cc2)C=C(C(=O)OC)C1c1ccc([N+](=O)[O-])cc1,89,78,107,2,-3,98,-19,78
Cc1nc2ncnn2c(C)c1Cc1ccc(Cl)cc1,93,94,96,3,7,91,-7,·
CCC(=O)OCC(=O)N=c1sccn1Cc1ccccc1Cl,101,101,103,0,-1,102,2,101
O=C(/C=C/c1ccco1)Nc1ccccc1N1CCCC1,92,99,100,22,-22,98,-68,147

(continued)
canonical_smiles,AGP1-GFP MLPCN,CIT2 TOR yeast,RPL19A-GFP yeast,GRK2 inh,GASC-1 inh,MEP2-GFP yeast,VLA-4 inh,LAP4 TOR yeast
COc1ccc(-n2sc3c(c2=S)-c2cc(OC)ccc2NC3(C)C)cc1,105,96,99,0,-4,99,12,108
CNC(=O)CC1C(=O)N(c2ccc(Cl)cc2)C(=S)N1NC(=O)c1cccc(F)c1 (stereo not drawn),99,105,104,2,4,107,3,95
O=C(O)c1c(NC(=O)c2cccc3ccccc23)sc2c1CCC2,114,110,112,2,0,104,8,94
CCNc1nc(NCC)nc(C(=O)NN)n1,105,105,103,0,-4,105,4,96
C[C@]1(C(=O)O)C=C[C@@H](Cc2ccccc2)N1C(=O)c1ccccc1,92,108,104,0,-10,94,21,111
CC1(C)NC(=O)N(CC(O)COc2ccc(-c3ccc(C#N)cc3)cc2)C1=O (stereo not drawn),104,107,102,4,-4,106,-14,97
Cc1ccc(Cc2cnc(N)s2)o1,102,106,100,1,30,99,-3,100
Nc1nc(-c2cccnc2)nn1C(=O)Cc1ccccc1,104,104,100,0,5,104,24,109
